PGC1a acetyl inh = inhibitors of PGC1a acetylation signal, primary screen, cell-based, U2OS, AlphaScreen, inhibitor mode | AlphaScreen anti-acetyl-lysine; with virally co-expressed GCN5 acetyltransferase | inhibition, % at 15.6 µM | 350,000 tested, 0.17% active | AID 651687, 2012;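 active = every replicate shows inhibition of at least 40%; inconclusive = mean inhibition at least 40% but some replicate below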;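 note: 0% = neutral control wells and 100% = positive control wells; some results beyond the cut were filed as inactive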
LGR2 inh = inhibitors of bursicon-induced LGR2 CRE-luciferase signal, primary screen, cell-based, HEK293, CRE-luciferase reporter, bursicon stimulation. Drosophila bursicon receptor LGR2 (rickets). AID 720647, 2013. 380,000 tested, 0.35% active. inhibition, % at 9.99 µM. bursicon-stimulated, 4 h;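 active = drop in luminescence signal, shown as inhibition above about 50% in the replicate tests, limit read from the data, passing the limit was not always enough; inconclusive = probably only some replicates passing the limit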;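 note: agonist challenge used bursicon conditioned medium at about half maximal strength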
* hit, by the source's call; ? = inconclusive. This is a subset; count on the stated rates, not on these rows.

The first 2 compounds as a preview:
LGR2 inh	PGC1a acetyl inh	SMILES
2	-11	COc1cc(C(=O)Sc2ccc(C)cc2)cc(OC)c1OC
8	7	CCOC(=O)C1=C(c2ccccc2)N=C2SCC(=O)N2C1c1cccc(OC)c1 (configuration not stated)

The whole of this part, repeating the preview:
LGR2 inh	PGC1a acetyl inh	SMILES
2	-11	COc1cc(C(=O)Sc2ccc(C)cc2)cc(OC)c1OC
8	7	CCOC(=O)C1=C(c2ccccc2)N=C2SCC(=O)N2C1c1cccc(OC)c1 (configuration not stated)
-10	-24	CC(C)(C)c1[nH]c2ccccc2c1/C=N/O
13	1	CC(=O)Nc1cc(C(=O)N2CCOCC2)ccc1S(=O)(=O)c1ccc(C)cc1
18	-13	COc1ccc(S(=O)(=O)NCc2ccc(C(=O)N(C)Cc3ccco3)cc2)cc1
-42	-4	COc1cccc(/C=N/Nc2snc(SC)c2C#N)c1
9	11	CC1(C)CC(=O)C(C=Nc2ccccc2)=C(O)C1
-15	7	COc1ccc(C(C)=O)cc1CSCCC#N
-21	-7	Cc1ccc(NCN2C(=O)C3CC=C(Cl)CC3C2=O)cc1 (configuration not stated)
-15	-10	CCOC(=O)/C=c1\s/c(=C\c2ccc3cc(OC)ccc3c2)c(=O)n1CC(=O)NCC1CCCO1 (configuration not stated)
-3	4	COc1ccc(OC)c2[nH]c(=O)c(CCNC(=O)COc3ccccc3)cc12
4	15	Cc1ccc(N2CCN(C3=NC(=O)/C(=C\c4cccs4)S3)CC2)cc1
-22	-14	CCOC(=O)c1cc(-c2ccc(C#N)cc2)nc2c1c(C)nn2CCC#N
17	0	Nc1nnnn1/N=C/c1cc(Cl)cc(Cl)c1OCc1ccc(Cl)cc1Cl
-3	-16	CCc1ccc2c(c1)C1(SC(NC(C)=O)=NN1C(C)=O)C(=O)N2C(C)C (configuration not stated)
13	-8	O=C1CC(c2cc3c(cc2Br)OCO3)C2=C(CCCC2=O)N1 (configuration not stated)
30	-3	CCOc1ccccc1N(CC(=O)NCc1ccc(OC)cc1)S(C)(=O)=O
-8	0	Cn1c(=O)c2[nH]cnc2n(-c2ccccc2)c1=O
7	-35	Cc1ccc(N(CC(=O)NCc2ccccc2Cl)S(=O)(=O)c2cccs2)cc1
1	11	CC1CC(C)CN(c2ccc(C(=O)OCC(=O)NC3CCCc4ccccc43)cc2[N+](=O)[O-])C1 (configuration not stated)

Whole records as entered above. Values in the order: LGR2 inh | PGC1a acetyl inh
Listed for `Cc1ccc(N(CC(=O)NCc2ccccc2Cl)S(=O)(=O)c2cccs2)cc1` → 7 | -35
Listed for `CCOC(=O)C1=C(c2ccccc2)N=C2SCC(=O)N2C1c1cccc(OC)c1` (configuration not stated) → 8 | 7
Listed for `COc1ccc(OC)c2[nH]c(=O)c(CCNC(=O)COc3ccccc3)cc12` → -3 | 4
Listed for `CC1CC(C)CN(c2ccc(C(=O)OCC(=O)NC3CCCc4ccccc43)cc2[N+](=O)[O-])C1` (configuration not stated) → 1 | 11

(next part)
LGR2 inh	PGC1a acetyl inh	SMILES
-28	-6	COc1cccc(C2CC(C(F)(F)F)n3nc(C(=O)NCc4cccnc4)cc3N2)c1 (configuration not stated)
3	-31	CC(Oc1ccc(Cl)cc1)C(=O)NCCCn1ccnc1 (configuration not stated)
4	24	CCC(C)N(C(=O)COC(=O)CCc1c[nH]c2ccccc12)C1CCS(=O)(=O)C1 (configuration not stated)
-1	8	Cn1ncc([N+](=O)[O-])c1C(=O)Nc1nc2ccccc2n1CCN1CCCCC1
8	-13	Cc1cc(C)cc(COn2ccnc2)c1
4	12	COCc1cc(C)nc(SCC(=O)N2CCC(C)CC2)c1C#N
-32	-20	CN(c1ccc(S(=O)(=O)N2CCOCC2)cn1)C1CCCCC1
-9	-4	N#Cc1ncc(C(F)(F)F)cc1Sc1ccc(N)cc1
-4	28	CCN(CC)CCn1c2ccccc2c2cnc(N)c(C#N)c21
1	2	Cc1nn(C(=O)c2ccco2)c(C)c1Sc1ccc(Br)cc1
8	16	COc1ccc2cc(CCNC(=O)C3CC3)c(=O)[nH]c2c1
34	-14	COc1ccccc1-n1c(=O)oc2ccc(Cl)cc2c1=O
10	-15	CCc1ccc2[nH]c(=O)c(CN(CCCN3CCOCC3)C(=O)Nc3ccc(Cl)cc3)cc2c1
10	-7	CSc1ccccc1-n1nnnc1SCC(=O)NCc1cccs1
7	15	C=CCn1c(CC#N)nnc1N1CCOCC1
-17	1	Clc1ccc2nc(CSc3nnc4ccccn34)cn2c1
-18	1	CC(C)CN(C(=O)c1nn(C)c(=O)c2ccccc12)c1nc2ccccc2s1
-13	-1	C=CCn1c(C)cc(C(=O)CN2C(=O)NC3(CCCc4ccccc43)C2=O)c1C (configuration not stated)
2	2	Cc1occc1C(=O)N1N=C(C2CC2)CC1(O)C(F)(F)F (configuration not stated)
?	53*	COc1ccc(-c2[nH]ncc2-c2ccc3c(c2)OCCO3)c(O)c1
-2	-1	CCOC(=O)C(C)n1nc(/C=C/c2ccccc2)ccc1=O (configuration not stated)
-62	9	c1ccc(-c2ccc(OCCOCCn3cncn3)cc2)cc1
36	12	CCSc1nnc(-c2cc3c(s2)-c2ccccc2CC3)o1
-15	12	CCc1cc(-c2n[nH]c(=S)n2C(C)c2ccccc2)cs1 (configuration not stated)
18	-4	CCCn1c(N)c(N2CCCCC2)c(=O)n(CC(=O)Nc2ccccc2)c1=O
-14	-25	O=C(Nc1ccc(Cl)cc1)Nc1nc(-c2sccc2Br)cs1
10	-11	CCN=c1sc2ccccc2n1CC(O)COc1ccccc1 (configuration not stated)
-13	-25	Clc1ccc(Cn2nnc(-c3ccc(N4CCOCC4)cc3)n2)cc1
-16	-9	COc1cccc(NC(=O)C2CCCN2C(=O)Nc2ccccc2F)c1 (configuration not stated)
-27	-7	Cc1cc(NC(=O)COC(=O)[C@H](Cc2c[nH]c3ccccc23)NC(=O)c2ccc(F)cc2)no1
-7	1	Cc1cccc(CSCc2nnc(N)s2)c1
-5	8	Cn1c2c(c(=O)n(C)c1=O)CN(CCN1CCNCC1)CN2
-5	-1	Cc1c(NS(=O)(=O)c2ccc(Br)s2)c(=O)n(-c2ccccc2)n1C
9	-7	CCOC(=O)c1cccc(Nc2ncnc3ccc(C)cc23)c1
-6	-3	CCCOc1ccc(Cl)cc1CN1CCOCC1
-7	-5	CCN(CC)Cc1c(C(=O)OC)nnn1-c1nonc1N
-9	-11	Cc1nc(NCCCn2ccnc2)c2ccccc2n1
10	2	CC(C)OC(=O)CSc1ncnc2c1cnn2Cc1ccccc1
9	15	CN1CCc2c(sc3c2c(=O)n(-c2ccccc2)c2nncn32)C1
9	-20	COc1ccccc1C(=O)OCCN1CCOCC1

Already shown: an excerpt of the list.
LGR2 inh	PGC1a acetyl inh	SMILES
-2	-1	CCOC(=O)C(C)n1nc(/C=C/c2ccccc2)ccc1=O (configuration not stated)
-62	9	c1ccc(-c2ccc(OCCOCCn3cncn3)cc2)cc1

The results go on.
LGR2 inh	PGC1a acetyl inh	SMILES
-3	-11	Cc1cc2oc(=O)cc(CSc3nc(N)cc(N)n3)c2cc1C(C)C
8	3	Cc1no[n+]([O-])c1COc1ccc(/C=C2\NC(=S)NC2=O)cc1
-7	-22	Cn1c(=O)c2c(nc(N3CCCCC3)n2CCNC2=NCCC2)n(C)c1=O
-10	9	CSc1nnc(-c2cccc(C)c2)n1N
15	-7	Cc1cc(C)c2oc(=O)cc(CN3CCN(Cc4ccc5c(c4)OCO5)CC3)c2c1
23	8	O=P(Cc1ccncc1)(c1ccccc1)c1ccccc1
-6	4	CC(C)(C)c1ccc(C(=O)NNC(=O)Cc2cccc3ccccc23)cc1
6	10	O=C(NCCc1ccncc1)Nc1ccccc1
5	1	CCCn1c(N)c(N2CCCCC2)c(=O)n(CC(=O)Nc2ccccc2C)c1=O
-6	-9	Cc1cccc(/C=c2\s/c(=C\C(=O)C(C)(C)C)[nH]c2=O)c1
9	0	COCCCNC(=O)NC(=O)c1ccccc1
13	2	COc1cccc(C(C)NC(=O)Nc2cccc(C(F)(F)F)c2)c1 (configuration not stated)
12	-6	O=S(Cc1cc(Sc2ccccc2)nc(-c2ccccc2)n1)c1ccccc1 (configuration not stated)
4	-15	CCCn1c(C)cc(C(=O)COC(=O)c2c(C)nn(-c3ccccc3)c2C)c1C
-30	-4	CC1(C)CC(=O)C(C=Nc2ccc3c(c2)OCO3)=C(O)C1
6	4	COc1cc(=O)[nH]c(=O)n1CC(=O)c1ccccc1
7	-11	COC(=O)Cn1nc(-c2ccccc2)c2ccccc2c1=O
5	1	CC1Cc2nc(SCC(=O)Nc3ccc(F)cc3)n(C)c(=O)c2S1 (configuration not stated)
-56	7	O=C(Cc1cccs1)Nc1nc2c(ccc3ccccc32)s1
-9	-5	CN(CC(=O)NCc1ccccn1)S(=O)(=O)c1ccccc1
-1	11	CCOC(=O)C1CCN(C(=O)COc2ccc(Cl)cc2C)CC1
-47	-29	O=[N+]([O-])c1ccccc1NCCNc1ncc(C(F)(F)F)cc1Cl
-24	3	Cc1ccc(OCc2cc(C(=O)Nc3ccccc3)oc2C)cc1
14	5	COc1ccc(N2CCN(CCNC(=O)CCCn3c(=O)[nH]c4cc(Cl)ccc4c3=O)CC2)cc1
16	7	Cn1cccc1C(=O)NC(=O)COC(=O)C12CC3CC(CC(O)(C3)C1)C2
15	-10	O=C(Nc1ccc2c(c1)OCO2)C1CCCN1C(=O)Nc1ccccc1F (configuration not stated)
-2	15	Cc1onc(-c2ccccc2Cl)c1C(=O)NCCN1CCOCC1
9	-10	COc1ccc(S(=O)(=O)N2CCN(CC(=O)Nc3cc(OC)cc(OC)c3)CC2)cc1
1	-6	NC(=O)CSc1nnc(C2CC2)n1-c1ccccc1
-33	-15	O=C(Nc1cccc(NC(=O)c2ccc(-c3ccc(Br)cc3)o2)c1)c1ccccc1
-25	-2	Cc1cc2ccccc2n1CCNC(=O)c1ccccc1
14	-4	Cc1nnc(Nc2ccccn2)c2ccccc12
-55	-10	Cc1cccc(NC(=O)c2ccc(N3CCCCC3)c([N+](=O)[O-])c2)n1
-44	15	COc1ccc(-c2cc(C(F)(F)F)n3nc(C(=O)N4CCOCC4)nc3n2)cc1
-16	4	O=S(=O)(NCC(c1cccnc1)N1CCN(c2ccccc2)CC1)c1cccs1 (configuration not stated)
-8	-6	COc1cccc(Nc2nnc(SCc3cc([N+](=O)[O-])cc4c3OCOC4)s2)c1
19	0	CCOC(=O)NC(Nc1ccc(C)cn1)(C(F)(F)F)C(F)(F)F
9	-55	CCOC(=O)c1c(C)nc2sc3c(=O)n(-c4ccc(OC)cc4)cnc3c2c1-c1ccc(OC)cc1
-4	-5	CCSc1nnc(NC(=O)CSc2nc(C)cc(C)n2)s1
1	-17	CCOC(=O)c1ccccc1Nc1cn(C(C)=O)c2ccccc12
5	1	COc1ccc(/C=C2/CCOC2=O)cc1

Sorted by the number under LGR2 inh (low to high): some entries from above.
SMILES | LGR2 inh
COc1ccc(-c2cc(C(F)(F)F)n3nc(C(=O)N4CCOCC4)nc3n2)cc1 | -44
COc1cccc(Nc2nnc(SCc3cc([N+](=O)[O-])cc4c3OCOC4)s2)c1 | -8
COc1ccc(/C=C2/CCOC2=O)cc1 | 5
COc1ccc(N2CCN(CCNC(=O)CCCn3c(=O)[nH]c4cc(Cl)ccc4c3=O)CC2)cc1 | 14
CCOC(=O)NC(Nc1ccc(C)cn1)(C(F)(F)F)C(F)(F)F | 19

Screening data deposited in PubChem BioAssay by Broad Institute.
